Screens deposited in PubChem BioAssay by The Scripps Research Institute Molecular Screening Center.
GPR151 activ – activators of human GPR151, primary screen, cell-based, PathHunter beta-arrestin, luminescence. activation, % at 11.2 µM. PathHunter beta-arrestin GPR151 cells. hit rate 1% among 650,000; in the data active = activation above about 4.9%;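 also: 0% = median of compound wells and 100% = cells with positive control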
Target sequence (Q8TDV0 whole entry, looked up): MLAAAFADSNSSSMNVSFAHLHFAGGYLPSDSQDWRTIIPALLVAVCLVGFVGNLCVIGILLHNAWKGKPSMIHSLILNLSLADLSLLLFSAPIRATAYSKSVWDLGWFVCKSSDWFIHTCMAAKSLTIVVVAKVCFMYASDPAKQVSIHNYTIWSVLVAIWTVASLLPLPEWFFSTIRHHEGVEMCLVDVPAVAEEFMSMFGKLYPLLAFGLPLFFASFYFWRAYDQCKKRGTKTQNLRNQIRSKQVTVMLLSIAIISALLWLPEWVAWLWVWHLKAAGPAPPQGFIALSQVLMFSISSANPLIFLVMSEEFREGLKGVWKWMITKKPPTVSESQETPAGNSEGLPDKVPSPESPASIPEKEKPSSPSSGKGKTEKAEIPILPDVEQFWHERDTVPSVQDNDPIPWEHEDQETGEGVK
TEAD-YAP block – TEAD-YAP interaction inhibition, primary screen, TEAD-YAP interaction inhibitor project, luminescence, HEK-TIYL cells. TEAD-Gal4/YAP UAS-luciferase luminescence. inhibition, % at 9.12 µM. hit rate 1.4% among 640,000. AID 1259422, 2018; in the data active = inhibition above about 32%;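 also: 0% = median of test compound wells and 100% = reference inhibitor wells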
FBW7 act – FBW7 E3 ligase activators, primary screen, biochemical, AlphaScreen, human; F-box/WD repeat-containing protein 7 (Homo sapiens), Q969H0; AlphaScreen FBW7–phospho-cyclin E peptide binding, activator screen; normalized activity (activation), % at 26.1 µM; hit rate 0.13% among 650,000; in the data active = normalized activity above about 1.9%;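 also: purified mutant Fbw7 with reduced substrate affinity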
MITF inh – MITF inhibitors, primary screen, biochemical, AlphaScreen, human | inhibition, % at 2.6 µM | Microphthalmia-associated transcription factor (Homo sapiens), O75030 | AID 1259374, 2018 | hit rate 0.91% among 650,000 | AlphaScreen MITF homodimerization, bead proximity signal; in the data active = inhibition above about 50%;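 also: 0% = vehicle wells with protein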
Target sequence (O75030 whole entry, looked up): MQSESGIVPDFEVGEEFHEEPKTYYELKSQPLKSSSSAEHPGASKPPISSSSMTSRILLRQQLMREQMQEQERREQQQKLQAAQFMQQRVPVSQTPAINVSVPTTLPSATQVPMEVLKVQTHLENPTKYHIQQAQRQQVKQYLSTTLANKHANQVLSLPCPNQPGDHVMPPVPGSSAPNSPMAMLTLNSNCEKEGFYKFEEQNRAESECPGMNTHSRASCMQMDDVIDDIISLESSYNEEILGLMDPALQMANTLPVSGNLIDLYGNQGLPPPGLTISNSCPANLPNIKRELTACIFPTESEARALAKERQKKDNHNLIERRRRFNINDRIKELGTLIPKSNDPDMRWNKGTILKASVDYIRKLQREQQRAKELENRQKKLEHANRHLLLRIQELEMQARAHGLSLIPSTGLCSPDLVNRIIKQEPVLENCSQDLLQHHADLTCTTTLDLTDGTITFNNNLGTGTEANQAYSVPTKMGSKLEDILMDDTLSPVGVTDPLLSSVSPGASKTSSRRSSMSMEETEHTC
Numbers without * were called inactive. Rows are unselected; any-hit rate near 3.4%.

SMILES	GPR151 activ	TEAD-YAP block	FBW7 act	MITF inh
CN1CCN(C(=O)c2ccccc2NC(=O)c2ccc(Cl)cc2)CC1	0.2	9	0.1	12
CCC1CN(CC(=O)N2CCCN(C(=O)c3ccco3)CC2)Cc2ccc(Cl)cc2O1 (stereo not drawn)	0.2	-7	-0.2	22
COc1cccc(NC(=O)c2ccc(S(=O)(=O)N3CCc4ccccc4C3)cc2)c1	1.1	2	-0.1	4
Cc1nc(N2CCCC2C(=O)NCc2cccs2)nc2cc(S(C)(=O)=O)ccc12 (stereo not drawn)	-1.1	2	0.0	15
C=C(C)Cn1c(SCCCC)nc2sc3c(c2c1=O)CCC3	-0.2	6	-0.1	-11
CCS(=O)(=O)NCC(c1cccnc1)N1CCN(c2ccc(OC)cc2)CC1 (stereo not drawn)	0.6	-6	-0.1	16
Cc1cc(C)c(NC(=O)C(C)Sc2nc3ccc(NC(=O)c4ccc(Br)cc4)cc3s2)c(C)c1 (stereo not drawn)	-1.3	-3	0.1	-3
CCOC(=O)c1ccc(OCC2c3cc(OC)c(OC)cc3CCN2C(=O)Cc2ccc(OC)cc2)cc1 (stereo not drawn)	-1.4	-17	-0.1	4
Cc1nc(CC(=O)N2CCC3(CCC(CNC(=O)c4ccccn4)O3)CC2)cs1 (stereo not drawn)	1.6	6	-0.1	4
Cc1cccc(Nc2nnc(C)c(=O)[nH]2)c1	0.5	-6	-0.1	2
Cc1cc2cc(CNS(=O)(=O)c3ccc(Br)cc3)ccc2n1C	0.8	10	-0.5	7
CCCCOc1ccc(C(=O)NCCOc2cccc(OC)c2)cc1	-0.8	8	0.6	9
CCOCCn1cnc2sc(C(=O)NCCOC)c(C)c2c1=O	-0.3	4	0.0	8
COc1cc(OC)nc(CSCC(=O)NCC2CCCO2)n1 (stereo not drawn)	1.0	-4	-0.2	9
CC(C)CCSc1nnc2n(Cc3ccccc3)c(=O)c3c4c(sc3n12)CCCC4	-1.0	7	-0.1	5
O=C(O)Cc1csc(N2CCCC2=O)n1	4.9	-4	-0.1	1
O=C(CN1CCC(c2ccncc2)CC1)N1CCCCC1	3.6	5	-0.2	1
CC(=O)Nc1nc2ccc(C(=O)O)cc2s1	-5.3	-26	-0.1	3
O=C(Cn1cc([N+](=O)[O-])cn1)n1cc(Br)cn1	0.2	-4	-0.1	3
Cc1ccc(C(=O)n2cnc3ccccc32)cc1[N+](=O)[O-]	-0.7	3	-0.1	2
O=C(O)/C=C/CN1C(=O)c2cccc3cccc(c23)C1=O	-0.6	5	0.2	-5
CCOC(=O)NC(=S)N/N=C/c1ccccn1	1.0	3	-1.6	64*
CCC(CC)C(=O)Nc1nnc(SCc2cc(=O)c(OC(=O)c3ccco3)co2)s1	-0.4	-6	0.1	15
CCC(C)c1ccc(OC2OC(COC(C)=O)C(OC(C)=O)C(OC(C)=O)C2NC(C)=O)cc1 (stereo not drawn)	3.5	-5	0.0	-1
O=C(Nc1ccc(F)cc1)c1cccc(OCc2ccccc2)c1	-5.3	-5	0.4	5
COc1ccc(C(=O)Nc2sc3c(c2C#N)CCC3)cc1Cl	0.9	-7	0.0	-1
CC(C)(C)n1nnnc1C(c1ccccn1)N1CCN(c2cccc(C(F)(F)F)c2)CC1 (stereo not drawn)	0.6	17	0.1	7
Cc1ccc(CN2CCNC(=O)C2CC(=O)NCCCn2ncc3ccccc32)o1 (stereo not drawn)	3.5	7	-0.1	-12
O=C(Nc1ncnc2c1ncn2[C@@H]1O[C@@H]2COP(=O)(O)O[C@H]2[C@H]1O)c1ccccc1	3.0	-9	0.1	-12
COCCNC(=O)c1cnn2c(C)c(Cc3ccccc3F)c(C)nc12	-1.0	-5	0.0	14
CCOC(=O)c1c(NC(=O)CCCCCN2C(=O)c3ccccc3C2=O)sc2c1CCC2	-0.4	1	0.4	1
O=C1CN(CC(=O)Nc2cccc(Cl)c2Cl)CCN1	0.1	-3	0.0	13
Cc1ccc(NC(=O)c2c(C)nn(-c3ccccc3)c2Cl)cc1C	-1.1	-43	-0.1	4
COc1ccc(-c2csc(N)n2)cc1	-0.1	-30	-0.1	-5
CCOc1ccccc1Nc1cc(C)nc2ccc(Cl)cc12	1.7	8	0.1	-4
Cc1nc2ccc(Br)cc2c(-c2ccccc2)c1C1=NN(C(=O)c2ccccc2Cl)C(c2ccc(Br)cc2)C1 (stereo not drawn)	-1.0	4	0.1	6
COc1ccc(C(=O)Oc2ccccc2)cc1	-0.4	13	-0.1	-8
COC(=O)c1cccc(Nc2nc(-c3ccccc3O)nc3ccccc23)c1	-1.7	1	-0.1	13
O=C(Nc1ccc(-c2ccc(N3CCCCC3)nn2)cc1)c1cccs1	0.3	-17	7.4*	6
Cc1cc(C)cc(NC(=O)C2C3C=CC4(O3)C2C(=O)N(C2CC2)C4C(=O)NC2CCCCC2)c1 (stereo not drawn)	0.1	10	-0.1	-12
COCCCNC(=O)/C(=C\c1ccco1)NC(=O)c1ccccc1	-0.2	9	0.1	8
COc1cc(C2C(C(=O)N3CCOCC3)=C(C)NC3=C2C(=O)CCC3)cc([N+](=O)[O-])c1O (stereo not drawn)	0.5	-8	0.1	-3
CCCN(CCO)Cc1ccc([N+](=O)[O-])cc1	-0.2	3	0.1	33
CCN(CC)S(=O)(=O)c1ccc(NC(=O)COc2ccc(C(C)(C)C)cc2)cc1	1.2	3	-0.1	-3
Cc1ccc2nc(-c3ccc(NC(=O)c4ccc(-c5ccc(Cl)cc5)o4)cc3)oc2c1	0.1	-32	0.3	6
CN1CCC(N(C)Cc2cccc(OCC3CCCN(C(=O)c4cccs4)C3)c2)CC1 (stereo not drawn)	-0.2	-2	0.0	-8
O=C1/C(=C/c2ccccn2)SC(=Nc2ccccc2)N1c1ccccc1	-0.6	-12	0.0	14
Nc1cc(Cl)ccc1N1CCOCC1	-0.6	-1	-0.1	-5
Cc1ccc(C)c(S(=O)(=O)N2CCC(C)CC2)c1	2.7	1	0.3	1
N#Cc1c(SCC(=O)Nc2ccccn2)nsc1SCC(=O)Nc1ccccn1	-0.6	0	0.0	-4
O=C(/C=C/c1ccccc1Cl)N1CCN(c2ccc([N+](=O)[O-])cc2)CC1	-0.4	2	0.1	-8
N#Cc1ccccc1NC(=O)CSc1nc2c(cc1C#N)CCCC2	-1.1	-14	0.1	5
O=C(Cn1nnc([N+](=O)[O-])n1)NCc1ccccc1	-0.3	14	-0.3	-3
CC(C)n1cnc2c(NCCc3ccccn3)nc(Nc3ccc(N4CCOCC4)cc3)nc21	-1.6	29	-0.1	24
O=C(O)CC(NS(=O)(=O)c1ccc(F)cc1)c1cccc([N+](=O)[O-])c1 (stereo not drawn)	0.4	1	0.1	3
N/C(=N\OC(=O)C(c1ccccc1)C1CCCC1)c1ccccn1 (stereo not drawn)	0.6	-16	0.1	-6
Cc1cc(NC(=O)CSc2c[nH]c3ccccc23)no1	0.0	11	0.1	6
Cc1c(C(=O)NCc2ccncc2)oc2ccc(Cl)cc12	1.9	4	0.4	-19
COC(=O)C1=C(C)NC(=S)NC1c1cc(OC)ccc1Br (stereo not drawn)	-1.3	-5	-0.1	-18
COc1ccc(Cl)cc1-c1ccc(/C=c2\sc3nc(=O)c4c5c(sc4n3c2=O)CCCC5)o1	0.6	-2	0.0	-7

7 consecutive entries from above:
SMILES	GPR151 activ	TEAD-YAP block	FBW7 act	MITF inh
CC(C)n1cnc2c(NCCc3ccccn3)nc(Nc3ccc(N4CCOCC4)cc3)nc21	-1.6	29	-0.1	24
O=C(O)CC(NS(=O)(=O)c1ccc(F)cc1)c1cccc([N+](=O)[O-])c1 (stereo not drawn)	0.4	1	0.1	3
N/C(=N\OC(=O)C(c1ccccc1)C1CCCC1)c1ccccn1 (stereo not drawn)	0.6	-16	0.1	-6
Cc1cc(NC(=O)CSc2c[nH]c3ccccc23)no1	0.0	11	0.1	6
Cc1c(C(=O)NCc2ccncc2)oc2ccc(Cl)cc12	1.9	4	0.4	-19
COC(=O)C1=C(C)NC(=S)NC1c1cc(OC)ccc1Br (stereo not drawn)	-1.3	-5	-0.1	-18
COc1ccc(Cl)cc1-c1ccc(/C=c2\sc3nc(=O)c4c5c(sc4n3c2=O)CCCC5)o1	0.6	-2	0.0	-7

(continued)
SMILES	GPR151 activ	TEAD-YAP block	FBW7 act	MITF inh
Cc1ccccc1NCc1c(CO)cnc(C)c1O	-0.1	3	-0.2	2
CCOc1cc(C2NC(=O)C(O)=C2C(=O)c2ccco2)ccc1O (stereo not drawn)	-0.4	-3	0.5	20
Cc1ccc(S(=O)(=O)N(CCO)CCO)cc1C(=O)O	-2.5	1	-0.1	-2
Cc1c(-c2csc(/C(C#N)=C/c3cccs3)n2)c(=O)n(-c2ccccc2)n1C	0.8	16	-0.1	-6
O=C(Nc1ccc(F)cc1)N[C@H]1C[C@H]2C(=O)N[C@H](Cc3ccccc3)C(=O)N2C1	0.2	-2	-0.2	3
COc1cccc(-c2noc(COc3ccc(Cl)cc3)n2)c1	-1.0	12	0.0	-19
O=[N+]([O-])c1ccc(S(=O)(=O)NCCSC2CCCCC2)cc1	-0.5	9	-0.4	-1
c1coc(CNC2CCN(CCc3cccs3)CC2)c1	0.0	7	0.0	10
CC(=O)c1ccccc1-c1ccc2c(c1)CC(CNC(=O)C=C(C)C)O2 (stereo not drawn)	-0.4	1	-0.1	-7
CCN(CC)C1CCN(C(=O)c2cc(COc3ccc(F)cc3Cl)on2)C1 (stereo not drawn)	0.0	-4	0.0	2
CCOC(=O)c1sc(NN=C(C#N)C#N)c(C(=O)OCC)c1C	4.6	31	-0.3	22
COc1ccccc1CC(=O)Nc1ccc(C)c(Cl)c1	0.4	-9	0.2	-8

One compound at a time, from the list above.
Entry for `O=C(Nc1ccc(F)cc1)N[C@H]1C[C@H]2C(=O)N[C@H](Cc3ccccc3)C(=O)N2C1` : GPR151 activ: 0.2; TEAD-YAP block: -2; FBW7 act: -0.2; MITF inh: 3
Entry for `O=[N+]([O-])c1ccc(S(=O)(=O)NCCSC2CCCCC2)cc1` : GPR151 activ: -0.5; TEAD-YAP block: 9; FBW7 act: -0.4; MITF inh: -1

(cont.)
SMILES	GPR151 activ	TEAD-YAP block	FBW7 act	MITF inh
CC(C)C(NC(=O)C12CC3(C)CC(C)(CC(C)(C3)C1)C2)C(=O)O (stereo not drawn)	-1.7	-3	-0.1	1
O=C(c1ccccc1)c1cc(Cl)ccc1NCc1cccc(Cl)c1	-0.3	2	0.1	9
O=C(NCc1ccccc1)C(=O)Nc1ccc2nc3n(c(=O)c2c1)CCCCC3	0.7	5	0.3	-2
CC(C)CSc1nc2c(c(=O)n(Cc3ccccc3)c(=O)n2C)n1Cc1ccccc1	0.3	-8	-0.1	-6
Cc1noc(C)c1-c1cc(NCCN2CCOCC2)nc(N)n1	0.0	1	0.1	11
CCOC(=O)C1CCN(c2c(NCCCN3CCCC3)c(=O)c2=O)CC1	0.0	2	-0.1	0
CCOc1ccc(NC(=O)CSc2nc3ccccc3c(=O)n2CCCC(=O)NCC2CCCO2)cc1 (stereo not drawn)	1.8	6	1.4	7
COc1cc(OC)c(OC)cc1/C=N/NC(=O)Cc1cc(=O)[nH][nH]1	0.2	13	-0.1	2
Cc1nn(C)c(C)c1CN(C(=O)Cn1nnnc1CN1CCC(C)CC1)C1CC1	3.0	5	0.1	5
CC(C)(C)c1ccc(C(=O)NCc2nnc(SCC(=O)NCC3CCCO3)o2)cc1 (stereo not drawn)	-0.8	7	0.0	-6
Cc1cccc(-n2cnc3cc(C(=O)N4CCc5ccccc54)ccc32)c1	-0.6	-4	0.1	10
c1ccc(C(Nc2ccccn2)(c2ccccc2)c2ccccc2)cc1	0.5	-3	0.1	20
CC(=O)/C(=C(\C)O)N1C(=O)CCC1=O	-0.3	-4	-0.1	0
CCOC(=O)c1sc2nc3c(c(-c4ccc(Cl)cc4)c2c1N)CCC3	0.2	-8	0.5	3
COc1ccc(NC(=O)CN(c2cccc([N+](=O)[O-])c2)S(=O)(=O)c2ccccc2)cc1	0.1	5	-0.1	6
Cc1ccc(-c2nc(N/N=C/c3ccc([N+](=O)[O-])o3)sc2C)cc1	-0.1	6	-0.1	-13
Cc1ccccc1CNc1nc(N)n(-c2ccccc2)n1	-1.2	-24	0.2	13
CC1=C(C(=O)OC2CCCCC2)C(c2ccc([N+](=O)[O-])cc2)n2nnnc2N1 (stereo not drawn)	0.5	9	1.4	3
O=C(O)/C(=C/c1ccco1)NC(=O)c1ccc(Br)o1	0.7	-5	-0.2	41
Cc1ccc(-c2nc3ccccc3s2)cc1NC(=O)c1ccc(Cl)cc1	0.8	3	0.5	10
CCOC(=O)CC(NS(=O)(=O)c1ccc(OC)c(C)c1)c1cccc([N+](=O)[O-])c1 (stereo not drawn)	0.1	-3	-0.1	-7
Cc1cc2cc3c(cc2n2c(SCC(=O)Nc4nccs4)nnc12)OCCO3	-0.9	1	0.4	3
C/C(=N\N=C1/NC(=O)C(C)S1)c1ccc([N+](=O)[O-])cc1 (stereo not drawn)	1.7	0	0.1	3
CC(C)(C)c1ccc(C(=O)N2CCN(Cc3nc4ccccc4c(=O)[nH]3)CC2)cc1	-0.5	10	0.1	-2
Cc1ccc(S(=O)(=O)N2CCCC2C(=O)NC2CCCCC2)cc1 (stereo not drawn)	0.4	12	-0.1	-3
